ELG1 genotox = induces genotoxicity in HEK293T cells with luciferase-tagged ELG1; HEK293T ELG1-luciferase reporter, luminescence, 16 h; Potency, µM (top dose mostly 46 µM), for inactives: at the highest dose activity change, positive = activation, usual class: activators; actives 1.3% (n = 330,000); also: potency is read from the fitted curve at half-maximal effect; % of control where 0% means no effect; nearly all actives have a fitted effect of over 60% in size
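16 hr compound incubation (37 °C, 5% CO2) of HEK293T cells carrying luciferase-tagged ELG1; luciferase then measured by ONE-Glo luminescence after 30 min at RT.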
KCNH2 3.1 inh = KCNH2 3.1 (human) potassium channel inhibition; U2OS KCNH2 3.1, thallium flux FluxOr; hits give low values; actives 0.95% (n = 340,000); activity change, % (tested at about 1.8 µM);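 active = maximum activity change below -70%; inconclusive = maximum activity change from -70% to -50%; inactive = maximum activity change above -50%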;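 also: thallium influx rate constant from kinetic fluorescence after stimulation buffer; % is scaled to controls: 0 for no effect and ±100 for the full control effect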
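Measured as rate of thallium-driven FluxOr signal in transduced U2OS cells carrying the 3.1 channel, read kinetically for 2 min upon stimulation; values are rate constants scaled to DMSO control wells.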
Giardia kill = kills Giardia lamblia; actives 0.15% (n = 340,000); Giardia lamblia trophozoite viability; AID 540267; activity change, % at 7.66 µM, hits read low; in the data active = activity change below about -80%; inconclusive = between about -30% and that limit;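 also: parasites exposed to compound for two days anaerobically before the ATP read; % is scaled to controls: 0 for no effect and ±100 for the full control effect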
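ATP-content bioluminescence gauges trophozoite survival. Cells (100/well) receive compound and incubate anaerobically for 48 hrs at 37 deg C; detection reagent follows for 15-30 min at room temperature.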
Tb PFK block = inhibitors of T. brucei phosphofructokinase; O15648; T. brucei PFK, ADP-Glo luminescence; Potency, µM (top dose mostly 57.5 µM), without a hit: at the highest dose activity, negative = inhibition, hits mostly inhibitors; actives 0.17% (n = 330,000);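 also: potency is read from the fitted curve at half-maximal effect; 0% = uninhibited 1x PFK enzyme wells and -100% = no-enzyme wells; nearly all actives have a fitted effect of over 60% in size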
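Luminescent ADP detection (ADP-Glo, two-step: ATP depletion then ADP-to-ATP conversion for luciferase) reported PFK activity after 45 min room-temperature reaction of 1.25 nM enzyme with 0.5 mM F6P and 0.1 mM ATP at pH 8.0.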
VP16 counter = Gal4-VP16 reporter inhibition counter-screen. Drosophila S2 Gal4-VP16 UAS-luciferase, luminescence, 20 h. Potency, µM (titrated, usually from 53.6 µM), inactives show at the top dose activity, negative = inhibition, most hits filed as inhibitors. actives 3.5% (n = 310,000). AID 2546;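 also: Gal4-VP16 expression switched on by copper sulfate through the metallothionein promoter; potency is read from the fitted curve at half-maximal effect; % is scaled to controls: 0 for no effect and ±100 for the full control effect; nearly all actives have a fitted effect of over 50% in size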
FBPA coupling cs = coupling enzyme interference in Giardia aldolase counter-screen; actives 0.67% (n = 290,000); coupling enzyme system counterscreen, AmpLite Red fluorescence; AID 2472; activity change, negative = inhibition, % at 58.2 µM, hits read low; in the data active = activity change below about -30%; also: % is scaled to controls: 0 for no effect and ±100 for the full control effect
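Coupling enzymes only (glyceraldehyde-3-phosphate) + compound, at 57.5 uM final, 10 min RT; add substrate/coupling/AmpLite Red mix, 20 min RT; fluorescence ex 525/em 598 nm. Actives flag coupling-system interference.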
NPC1 prom act = activators of NPC1 promoter | actives 2.4% (n = 320,000) | Huh7 NPC1 promoter luciferase reporter, 24 h | Potency, µM (top dose mostly 9.22 µM), for the others: at the highest dose activation, actives largely listed as activators | AID 485313;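 also: potency is read from the fitted curve at half-maximal effect; % of control where 0% means no effect; nearly all actives have a fitted effect of over 60% in size; reporter is driven by a mutant NPC1 promoter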
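Stable NPC1-promoter luciferase Huh7 line; cpd (DMSO) 24 h, 37 °C, 5% CO2; Amplite luciferase reagent 10 min RT; luminescence readout. qHTS format.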
RORg inh = inhibitors of mouse ROR gamma transcriptional activity; Drosophila S2 Gal4-RORgamma UAS-luciferase reporter, 20 h; Potency, µM (titrated, usually from 53.6 µM), inactives show top-dose activity change, negative = inhibition, actives largely listed as inhibitors; actives 5.4% (n = 310,000); P51450; also: potency is read from the fitted curve at half-maximal effect; % is scaled to controls: 0 for no effect and ±100 for the full control effect; nearly all actives have a fitted effect of over 60% in size
Target sequence (P51450 whole entry, looked up, the tested form may be a part): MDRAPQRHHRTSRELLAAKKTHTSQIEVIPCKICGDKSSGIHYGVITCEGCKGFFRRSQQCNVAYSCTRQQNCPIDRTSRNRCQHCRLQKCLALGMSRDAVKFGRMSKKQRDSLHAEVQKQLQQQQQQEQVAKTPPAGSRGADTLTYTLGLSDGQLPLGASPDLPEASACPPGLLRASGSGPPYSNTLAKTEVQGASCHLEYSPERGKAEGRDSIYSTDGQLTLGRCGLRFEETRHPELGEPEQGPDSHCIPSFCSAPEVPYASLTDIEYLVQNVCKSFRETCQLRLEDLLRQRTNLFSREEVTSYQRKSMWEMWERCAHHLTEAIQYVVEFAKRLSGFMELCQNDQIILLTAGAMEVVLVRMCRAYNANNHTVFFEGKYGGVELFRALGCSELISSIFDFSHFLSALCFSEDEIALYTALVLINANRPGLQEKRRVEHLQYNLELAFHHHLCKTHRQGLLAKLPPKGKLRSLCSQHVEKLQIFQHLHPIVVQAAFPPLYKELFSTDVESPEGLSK
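Read-out: Photinus luciferase luminescence; inhibitors lower reporter signal. Insect Schneider cells with Gal4-ROR gamma fusion under metallothionein promoter, UAS reporter; 700 uM final copper sulfate induction, 20 hr, ambient temperature.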
Rab9 prom act = activates the Rab9 promoter; AID 485297; actives 2.8% (n = 320,000); Huh7 Rab9 promoter-luciferase reporter, luminescence, 24 h; Potency, µM (titrated, usually from 9.22 µM), for inactives: top-dose activation, negative = inhibition, usual class: activators; also: potency is read from the fitted curve at half-maximal effect; % of control where 0% means no effect; nearly all actives have a fitted effect of over 60% in size
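Using Huh7 cells stably transfected with Rab9 promoter–luciferase, compounds were incubated 24 h at 37 °C, 5% CO2; luciferase luminescence was read 10 min after reagent addition.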
uPA surface inh = inhibitors of cell surface uPA generation. cell surface uPA generation assay, qHTS. Potency, µM (series often up to 38.3 µM), for the others: at the highest dose activity change, negative = inhibition, most hits filed as inhibitors. actives 0.31% (n = 330,000); active = well fitted inhibition curve with a large enough effect; inconclusive = small, poorly fitted or top-dose-only effect; inactive = no such curve, though single readings can be large or run the other way; tested in mouse RAW 264.7 cells; also: potency is read from the fitted curve at half-maximal effect; % is scaled to controls: 0 for no effect and ±100 for the full control effect; nearly all actives have a fitted effect of over 55% in size
FLuc counter = firefly luciferase modulation, counter-screen for miR-21 project. AID 588342. Potency, µM (doses to about 57.5 µM), for inactives: at the highest dose activity change, negative = inhibition, hits mostly inhibitors. actives 6.9% (n = 360,000). P08659. purified FLuc, Km substrates, luminescence inhibition;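 also: potency is read from the fitted curve at half-maximal effect; plate controls were vehicle for no effect and reference inhibitor for full effect; nearly all actives have a fitted effect of over 55% in size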
Target sequence (P08659 whole entry, looked up): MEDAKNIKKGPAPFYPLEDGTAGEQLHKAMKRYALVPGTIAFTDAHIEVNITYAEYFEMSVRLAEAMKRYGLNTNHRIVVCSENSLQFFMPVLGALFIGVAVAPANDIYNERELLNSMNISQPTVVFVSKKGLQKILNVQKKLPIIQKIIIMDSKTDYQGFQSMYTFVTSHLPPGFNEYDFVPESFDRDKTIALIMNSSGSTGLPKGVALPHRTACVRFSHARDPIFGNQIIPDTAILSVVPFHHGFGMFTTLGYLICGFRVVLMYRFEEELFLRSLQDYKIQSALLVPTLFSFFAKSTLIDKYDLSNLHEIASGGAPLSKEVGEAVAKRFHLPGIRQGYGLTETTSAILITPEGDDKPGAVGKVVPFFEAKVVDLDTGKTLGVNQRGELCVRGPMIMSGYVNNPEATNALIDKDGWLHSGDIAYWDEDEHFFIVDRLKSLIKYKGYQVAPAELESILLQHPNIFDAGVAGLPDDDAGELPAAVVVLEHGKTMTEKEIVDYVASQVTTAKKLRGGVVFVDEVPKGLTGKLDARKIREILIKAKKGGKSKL
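Purified P. pyralis luciferase, 10 nM final, with Km-level 10 uM D-luciferin and 10 uM ATP in 50 mM Tris acetate pH 7.5, 10 mM Mg acetate, 0.01% Tween-20, 0.05% BSA; 6-point qHTS titration about 60 µM downward; luminescence read.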
Starred values were filed as active, the others as inactive; ? = inconclusive; / = not tested or not shown; [ ] = remark or other dose. Unless noted, calls follow the shape of the dose curve; as a rule, active = well fitted curve in the direction sought with a large enough effect; inconclusive = small, poorly fitted or top-dose-only effect, or another doubt; inactive = no such curve, though single readings can be large; an effect the other way counts as inactive or inconclusive. An unsorted share of the library. Share with any hit: about 14%.

SMILES	ELG1 genotox	KCNH2 3.1 inh	Giardia kill	Tb PFK block	VP16 counter	FBPA coupling cs	NPC1 prom act	RORg inh	Rab9 prom act	uPA surface inh	FLuc counter
CN(CCc1ccccn1)Cc1ccc(Cl)cc1	/	13.2	18.8	/	11.7%	-0.2	/	-12.6%	/	/	5.9%
O=C(CNC(=S)N(Cc1ccccc1F)C1CCCCC1)NCCN1CCOCC1	-0.7%	9.4	-4.0	5.3%	-8.2%	2.1	-1.2%	5.8%	-1.5%	0.8%	-0.4%
CC1(C)C2CCC1(CS(=O)(=O)Nc1cccc(S(N)(=O)=O)c1)C(=O)C2 (stereo unspecified)	1.0%	3.3	0.6	-2.8%	3.0%	0.6	-1.1%	-0.9%	-1.6%	15.0%	-0.1%
Cc1ccc(C)c(-c2cc(C(=O)Nc3cccc(C(=O)O)c3)c3ccccc3n2)c1	5.6%	-23.4	-7.7	-0.3%	-16.3%	-1.0	0.2%	-12.5%	-2.6%	-6.4%	-18.6%
CN(C(=O)COC(=O)c1nc(Cl)ccc1Cl)c1ccccc1	6.2%	5.1	29.3	4.3%	-5.6%	/	2.9%	28.9%	4.4%	-11.7%	-1.2%
CCOc1cc(/C=C2\C(=N)N3N=C(N4CCCCC4)SC3=NC2=O)ccc1OC(=O)c1ccco1	2.0%	6.0	4.0	-0.7%	1.4%	10.5	-5.0%	?	-0.6%	-0.8%	-14.8%
Cc1ccc(NC(=O)/C(=C\C=C\c2ccccc2)NC(=O)c2ccccc2)cc1	-0.3%	-6.2	?	-4.5%	4.6%	-1.2	1.1%	12.9%	-4.9%	-6.7%	?
O=C(NC1CCCC1)C(c1ccncc1)N(CCCN1CCOCC1)C(=O)c1ccc(-c2ccccc2)[nH]1 (stereo unspecified)	3.4%	-5.8	?	-2.5%	-8.5%	-0.6	1.2%	6.5%	-0.7%	-4.4%	0.7%
COc1ccc(C(=O)NN(C)c2nc(C(F)(F)F)nc3ccccc23)cc1	?	-3.4	26.5	5.7%	?	-7.9	-13.1%	3.16µM*	-40.0%[inhibitor]	-13.3%	-0.3%
O=C(NCc1cccs1)C(=O)NCC(c1ccco1)N1CCN(c2ccccc2F)CC1 (stereo unspecified)	-11.4%	-6.1	11.7	-2.5%	-10.4%	3.4	-4.1%	10.8%	-5.6%	-0.4%	-1.5%
N#CC1=C(N)Oc2cc(N)ccc2C1c1ccc(F)cc1 (stereo unspecified)	0.6%	2.8	9.3	-3.0%	-12.9%	-3.3	-6.6%	-11.0%	-6.8%	-14.0%	0.7%
O=C(COc1ccccc1)N1CCN=C1SCc1ccccc1	0.3%	9.1	6.1	0.3%	-6.8%	3.0	-0.3%	43.9%	2.5%	-1.4%	-8.1%
Cc1cc(=O)c(C(=O)O)nn1-c1ccccc1F	/	8.8	-5.9	3.5%	-0.1%	-1.9	-1.1%	-5.2%	-2.0%	-0.4%	-0.3%
O=C(NCc1ccc2c(c1)OCO2)C1CCCCC1	4.5%	17.3	5.9	-4.4%	-6.9%	0.7	4.2%	-11.2%	14.2%	3.2%	-0.1%
Cc1cccc(CNC(=O)C(C)n2nc(C)c3c(C)n(-c4ccccc4)nc3c2=O)c1 (stereo unspecified)	-5.2%	1.8	4.9	3.1%	-8.7%	/	-1.8%	-6.1%	-5.7%	-2.6%	0.1%
O=C(CCc1ccccc1)Nc1cc(C(F)(F)F)ccc1Cl	0.2%	4.0	20.2	-0.5%	3.3%	-0.8	-4.7%	?	-1.2%	9.1%	4.7%
COc1cccc(Nc2nc(-c3ccc(O)cc3)cs2)c1	?	-5.0	-15.3	-2.4%	-25.1%	-2.7	?	-40.5%	9.7%	/	15.1µM*
O=S(=O)(NC1CCCC1)c1ccc(Br)s1	-1.2%	2.7	8.4	-1.8%	0.1%	0.5	-9.7%	14.5%	-4.5%	5.9%	4.2%
COc1ccc(N2C(=O)/C(=C/c3ccc([N+](=O)[O-])cc3)N=C2C)c(OC)c1	-6.1%	-0.9	-1.7	-3.9%	7.94µM*	0.6	-7.4%	?	0.9%	-2.2%	-14.1%
Cc1ccc(NC(=O)COc2ccc(/C=C3/SC(=Nc4ccccc4)N(Cc4cccnc4)C3=O)cc2)cc1	-6.1%	22.0	11.2	1.3%	4.1%	2.3	-11.8%	22.9%	-9.4%	-1.9%	-0.1%
CCOC(=O)c1c(S(=O)(=O)Nc2cccc(Cl)c2)c(C)n(C)c1C	-1.8%	-89.7*	5.3	-2.9%	-12.0%	0.2	-5.4%	-21.2%	3.2%	-7.3%	-0.8%
CCOC(=O)c1cnc2c(cnn2C)c1NCCC#N	2.8%	-8.3	12.0	-1.8%	1.2%	0.7	2.2%	1.6%	-8.2%	-3.3%	-0.4%
CCOc1ccc(NC(=O)Nc2ccc(N(C)C(C)=O)cc2)cc1	/	-10.8	-2.8	/	13.4%	-0.6	/	-16.8%	/	-3.4%	0.2%
N#CCC(=O)Nc1ccc(C(=O)NCc2ccccn2)cc1	-3.0%	-4.2	-1.0	-1.9%	3.6%	2.3	-2.4%	16.3%	-2.6%	7.2%	-0.3%
C[C@@H](C(=O)N1CCNCC1)n1cc(CCCN=C(N)N)nn1	1.6%	6.1	7.8	5.1%	-1.1%	-2.3	-0.1%	2.6%	-3.6%	-1.0%	-0.2%

(continued)
SMILES	ELG1 genotox	KCNH2 3.1 inh	Giardia kill	Tb PFK block	VP16 counter	FBPA coupling cs	NPC1 prom act	RORg inh	Rab9 prom act	uPA surface inh	FLuc counter
CC(C)NC(=O)c1ccc(N(Cc2ccccc2)S(C)(=O)=O)cc1	0.5%	-5.4	-6.6	-8.2%	-4.1%	12.0	-6.1%	10.9%	-6.7%	-1.8%	1.3%
COc1ccc(N2CCN(C(=O)CN(c3ccc(OC)cc3)S(=O)(=O)c3ccccc3)CC2)cc1	-7.1%	-10.6	-17.0	3.0%	-9.8%	3.3	-2.1%	25.4%	5.1%	-7.2%	0.0%
O=C1c2ccccc2C(O)N1CCN1CCOCC1 (stereo unspecified)	3.9%	-15.3	28.6	0.3%	-4.6%	-0.3	-2.0%	19.4%	-2.1%	10.3%	1.9%
O=C(NC(=S)NC1CCC(O)CC1)c1ccco1 (stereo unspecified)	2.1%	13.3	?	0.1%	/	/	/	/	/	0.5%	/
COCCn1c(CN2CC(C)CC(C)C2)nc2c1c(=O)n(C)c(=O)n2C (stereo unspecified)	-3.6%	-2.0	28.3	-1.5%	1.2%	0.4	0.8%	-11.2%	1.5%	-4.5%	1.4%
Cc1cccc(N(C(=O)Cn2nnc3ccccc32)C(C(=O)NCc2ccco2)c2ccncc2)c1 (stereo unspecified)	16.0%	-18.6	-3.4	-13.1%	11.8%	-3.0	1.2%	25.8%	4.6%	5.7%	1.4%
COC(=O)c1ccc(NC(=O)CN(c2ccc(C)cc2)S(=O)(=O)c2c(C)n[nH]c2C)cc1	-1.6%	4.8	12.5	2.2%	7.6%	0.9	2.1%	3.1%	-2.1%	-0.1%	5.2%
CCC1S/C(=N\S(=O)(=O)c2cccs2)N(C2CCCCC2)C1=O (stereo unspecified)	6.5%	8.1	7.7	-5.2%	18.4%	2.3	-0.6%	-3.0%	-0.2%	4.9%	1.7%
CC(=O)Nc1cccc(C(=O)Nc2ccc(S(=O)(=O)N3CCCCC3)cc2)c1	-1.4%	3.4	3.4	-0.1%	/	/	-4.8%	/	-5.3%	2.0%	2.3%
Cc1cc(NC(=O)c2ccc3c(c2)OCO3)ccc1NC(=O)c1ccco1	2.7%	10.0	-13.4	-5.2%	-6.1%	-7.3	11.5%	18.9%	12.3%	6.0%	21.3µM*
COc1ccccc1C(=O)C1CCCN(C(=O)c2cc(CC(C)C)nc(C)n2)C1 (stereo unspecified)	0.0%	-3.4	-27.3	-0.3%	10.9%	3.2	1.9%	?	-14.6%	5.1%	3.1%
Cc1sc2ncnc(OCC(=O)NC(C)C(C)C)c2c1C (stereo unspecified)	1.7%	-2.0	-7.3	-0.8%	-20.7%	-0.5	-1.0%	4.8%	-1.5%	-1.4%	-2.7%

An excerpt from above in order of formula weight, rising:
SMILES	ELG1 genotox	KCNH2 3.1 inh	Giardia kill	Tb PFK block	VP16 counter	FBPA coupling cs	NPC1 prom act	RORg inh	Rab9 prom act	uPA surface inh	FLuc counter
O=C(NC(=S)NC1CCC(O)CC1)c1ccco1 (stereo unspecified)	2.1%	13.3	?	0.1%	/	/	/	/	/	0.5%	/
COCCn1c(CN2CC(C)CC(C)C2)nc2c1c(=O)n(C)c(=O)n2C (stereo unspecified)	-3.6%	-2.0	28.3	-1.5%	1.2%	0.4	0.8%	-11.2%	1.5%	-4.5%	1.4%
Cc1cc(NC(=O)c2ccc3c(c2)OCO3)ccc1NC(=O)c1ccco1	2.7%	10.0	-13.4	-5.2%	-6.1%	-7.3	11.5%	18.9%	12.3%	6.0%	21.3µM*
